APJ agonist: agonists of human apelin receptor APJ, primary screen, CHO-K1 cells, PathHunter beta-arrestin, luminescence; P35414; 0% DMSO wells, 100% apelin; activation, % at 20 µM; actives 0.11% (n = 330,000); AID 2520, 2010;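 active means activation more than six SD over the plate average, tested at 20 µM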;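 further: 0% = DMSO alone and 100% = apelin-13 at 10 nM; some results filed as inactive read as strong as hits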
Target sequence (P35414 whole entry, looked up): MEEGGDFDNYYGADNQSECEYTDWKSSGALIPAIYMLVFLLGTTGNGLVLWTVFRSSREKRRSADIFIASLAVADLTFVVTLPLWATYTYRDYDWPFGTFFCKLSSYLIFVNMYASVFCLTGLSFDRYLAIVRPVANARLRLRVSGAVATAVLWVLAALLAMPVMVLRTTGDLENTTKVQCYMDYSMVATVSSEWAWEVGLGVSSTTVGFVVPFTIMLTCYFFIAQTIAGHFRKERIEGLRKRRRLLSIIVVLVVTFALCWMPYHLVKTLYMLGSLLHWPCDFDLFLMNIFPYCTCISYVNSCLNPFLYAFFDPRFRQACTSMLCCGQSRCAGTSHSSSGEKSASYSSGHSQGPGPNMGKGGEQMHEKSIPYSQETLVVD
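Incubation: overnight seeding, 90 min compound at 25 °C, 1 h detection; test system: PathHunter CHO-K1 APJ (AGTRL-1) beta-arrestin reporter cells; amount: 1000 cells/well; doses: one dose, 20 µM compound, 1% DMSO; measured by: beta-gal luminescence; measure: agonist-driven arrestin binding to APJ; benchmarks: negative DMSO alone, positive Apelin-13 at 10 nM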
tim23-1 inh: growth inhibitors of tim23-1 mutant yeast, primary screen, luminescence, uHTS; AID 463212, 2010; actives 1.3% (n = 330,000); inhibition, % at 20 µM; S. cerevisiae tim23-1 growth, BacTiter-Glo luminescence, 24 h;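 active means growth inhibition of the mutant yeast at or above 50%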;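 further: temperature-sensitive mutant grown at 25 °C; plate controls were DMSO-treated mutant yeast for no effect and medium wells lacking yeast for full effect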
tim10-1 inh: growth inhibitors of tim10-1 mutant yeast, primary screen, luminescence, uHTS; actives 2.2% (n = 330,000); S. cerevisiae tim10-1 ts strain growth, BacTiter-Glo, 24 h; inhibition, % at 20 µM;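 active means inhibition of at least 40%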;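 further: mutant grown at 25 °C; 0% = DMSO wells with yeast and 100% = wells holding no yeast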
CHOP UPR activ: activators of apoptotic CHOP UPR arm, primary screen, cell-based, CHO-CHOP luciferase reporter, luminescence, uHTS. UPR activation; percent of tunicamycin response over DMSO baseline. activation, % at 10 µM. actives 0.34% (n = 330,000). AID 449763, 2010;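 active means at 10 µM dose, activation of 40% or more, normalized to positive control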;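 further: 100% = tunicamycin at 10 µg/mL and 0% = DMSO alone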
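Test system: CHO-CHOP cells, stable luciferase reporter of PERK-eIF2a-CHOP signalling | Quantity: 500 CHO-CHOP cells per well | Buffer or medium: F12 plus 10% serum | Compound dosing: 10 µM single point, 0.5% DMSO | Schedule: 6 h compound treatment, 37 °C | Signal: Luciferase luminescence | Control set: Tunicamycin high control, DMSO low control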
TIM10 inh: growth inhibitors of isogenic TIM10 control yeast, primary screen, counter-screen for tim10-1 yeast inhibitor project, luminescence, uHTS. inhibition, % at 10 µM. actives 1.4% (n = 330,000). S. cerevisiae TIM10 strain growth, BacTiter-Glo luminescence, 24 h;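 active means inhibition of 40% or more at the single tested concentration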;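 further: wild-type TIM10 isogenic control strain grown at permissive 25 °C; 0% = DMSO yeast wells and 100% = minimal medium wells without yeast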
GRIN3A LBD mod: binders of NR3A ligand-binding domain, primary screen, biophysical, differential scanning fluorimetry, uHTS; actives 2.5% (n = 340,000); NR3A LBD differential scanning fluorimetry, Tm shift; 0% = protein alone, 100% = glycine-bound protein; AID 1259313, 2017; Tm shift relative to glycine control, % at 25 µM;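 active means melting temperature shift of at least 10% of the positive control shift, at one fixed dose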
UPR XBP1 act: activators of adaptive XBP1 UPR arm, primary screen, cell-based, CHO-XBP1 luciferase reporter, luminescence, uHTS | AID 463104, 2010 | IRE1-XBP1 UPR activation; percent of tunicamycin response, DMSO as zero | activation, % at 20 µM | actives 0.33% (n = 330,000);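 active means versus positive control, 20 µM dose yields 30% or more activation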;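 further: 100% = tunicamycin at 10 µg/mL and 0% = DMSO only wells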
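Signal: luciferase luminescence; Assay system: CHO-XBP1 luciferase reporter cells; Amount: one thousand reporter cells per well; Dosing: 20 µM single concentration, DMSO 1%; Benchmarks: high control tunicamycin 10 µg/mL final, low control DMSO vehicle only; Schedule: 6 h compound exposure at 37 °C, 5% CO2; Evaluation: percent activation relative to tunicamycin reference.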
NALP3 yeast inh: NALP3 inflammasome inhibitors in reconstituted yeast, primary screen, luminescence, uHTS; AID 2825, 2010; actives 0.39% (n = 330,000); Yeast reconstituted NLRP3/ASC/caspase-1, beta-gal luminescence, 24 h; inhibition, % at 10 µM;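 active means inhibition of 50% or more; inactive means inhibition below 50%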;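 further: plate controls were induced DMSO wells for no effect and uninduced yeast grown without galactose for full effect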
Mdm2-MdmX inh: inhibitors of human Mdm2-MdmX association, primary screen, cell-based, luminescence, split luciferase, SaOS-2, uHTS | SaOS-2 split-luciferase Mdm2/MdmX complementation | inhibition, % at 8 µM | actives 3% (n = 330,000);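 active means inhibition of at least 50% at 8 µM in the primary screen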
An asterisk follows results filed as active.

SMILES	APJ agonist	tim23-1 inh	tim10-1 inh	CHOP UPR activ	TIM10 inh	GRIN3A LBD mod	UPR XBP1 act	NALP3 yeast inh	Mdm2-MdmX inh
Cc1ccc(NC(=O)/C(=C\c2ccccc2)NC(=O)/C=C/c2ccccc2)cc1	0	20	21	1.4	16	-3	0	11	10
CCOc1ccccc1NC(=O)C(CC(C)C)NC(=O)C1CCCCC1 (centres undefined)	0	20	18	3.1	12	1	1	-3	11
CCN(CC)S(=O)(=O)c1ccc2c(c1)nc(CCC(=O)OCC(=O)Nc1cc(Cl)cc(Cl)c1)n2C	4	21	2	1.8	5	1	1	-2	-39
C=CCc1cc(OC)ccc1OCCOCCN1CCc2ccccc2C1	-1	7	25	-0.3	1	1	-4	34	16
N#C/C(=C\c1ccc(O)c(O)c1)C(=O)Nc1cccc2ncccc12	-2	-9	12	1.5	9	-2	0	25	-4
CC(C)NC(=O)COC(=O)c1cccc(NS(=O)(=O)/C=C/c2ccccc2)c1	0	9	3	1.9	-2	1	-1	7	0
O=C(N/N=C/C=C/c1ccc(Br)cc1)C(O)c1ccccc1 (centres undefined)	1	4	16	-1.1	3	1	2	5	10
CCN1CCN(c2ccc(NC(=O)c3cccc(OCc4ccccc4)c3)cc2)CC1	1	-35	2	4.2	-13	-1	6	38	38
Oc1cc(O)c2c(c1)OC(c1ccc(O)c(O)c1)C(O)C2 (centres undefined)	-2	1	-2	-1.0	-6	0	0	23	16
O=C(Nc1ccc(-c2nnn(CC(=O)N3CCN(C(=O)c4ccco4)CC3)n2)cc1)c1ccc(F)cc1	-1	12	2	-0.3	14	-2	0	3	-1
COc1ccc(NC(=O)Cn2c(CCC(=O)O)ccc2-c2ccc(C)cc2)cc1	-2	8	3	0.9	-4	-1	4	22	6
Cc1cccc(OCCCC(=O)NCC(=O)Nc2cccc(C)c2C)c1	-4	17	-4	-1.0	5	-2	-1	-3	-7
O=C(NCCC1=CCCCC1)c1cc(S(=O)(=O)N2CCOCC2)ccc1F	-4	15	18	0.6	-6	0	-4	21	26
COC(=O)c1cc2sccc2n1CC(=O)Nc1ccc(OC)c(OC)c1OC	7	19	11	-3.3	16	1	-4	-8	-11
C[C@H](CO)N1C[C@H](C)[C@@H](CN(C)C(=O)NC2CCCCC2)Oc2c(cccc2N(C)C)C1=O	-1	11	17	0.4	6	-2	-3	6	8
CCO[C@@H]1OC(C(=O)NC2CC2)=C[C@H](c2coc3ccccc3c2=O)[C@H]1CCCO	2	23	21	0.5	6	-3	1	-1	15
COc1ccccc1NC(=O)CN1CCN(CC(=O)Nc2ccc(S(N)(=O)=O)cc2)CC1	2	-1	-4	-0.2	5	-2	-4	2	-10
CCOC(=O)C1(CCOc2ccccc2)CCN(Cc2cc(OC)ccc2OC)CC1	4	-4	6	-0.9	1	-5	-1	28	33
c1ccc2nc(-c3nc4ccccc4o3)ccc2c1	-4	45	27	-7.6	17	1	-4	3	23
CC(=O)c1cnc2cc(C)nn2c1C	1	-3	-12	-1.2	-11	-1	-5	-16	5
Cc1cc(=O)nc2c3ccccc3n(CC(=O)Nc3ccccc3Br)n12	-1	5	4	-0.3	-21	2	-2	-4	12
COc1ccc(NC(=O)CSC2=NN3CCCC(=O)N=C3S2)c(OC)c1	-2	12	18	1.4	-7	1	-3	11	24
Cc1ccc(S(=O)(=O)NC(=O)Nc2ncc3c(n2)CC(c2ccco2)CC3=O)cc1 (centres undefined)	0	7	5	0.7	3	-1	1	-9	-11
Cn1c(C(=O)NCC2CCCO2)cc2oc3ccccc3c21 (centres undefined)	-2	6	-4	6.6	-2	-1	5	38	-103
CCOC(=O)COc1cnc2ccccc2n1	-2	11	-11	-3.3	-9	0	-4	-10	-13
CCCCNC(=O)C1(NC(=O)Nc2ccc(C)cc2)CCCCC1	-4	-7	-16	-0.4	-14	1	-3	4	-8
O=C(CCNC(=O)c1ccccc1Cl)NCC12CC3CC(CC(C3)C1)C2	0	21	25	-0.5	-15	-2	1	7	-8
Cc1ccc(/C=C/C(=O)Nc2nn[nH]n2)o1	-2	6	12	0.0	10	-3	-3	2	16
CCc1nc(Nc2ccc(OC)c(OC)c2)c2nnn(Cc3ccccc3Cl)c2n1	-6	-13	8	0.8	13	-7	5	11	1
Cc1cc(Br)c(S(=O)(=O)n2nnc3ccccc32)cc1C	-2	-6	2	-0.7	-1	-4	1	4	-1
COc1ccc(CCNC(=O)c2ccc3c(c2)OCO3)cc1	-3	23	-7	3.3	16	3	-2	22	-57
CCc1ccc(OCC(=O)N2c3ccccc3CCc3ccccc32)cc1	-4	35	25	1.2	27	-1	0	1	49
O=S1(=O)CCN(Cc2ccc(Cl)cc2)CC1	-3	-7	-19	-1.4	-7	-2	-3	0	17
Cc1ccc(S(=O)(=O)C2(C(=O)N(C)C3CCCCC3)CC2)cc1	-7	15	24	-2.0	-5	2	-2	12	-16
CC(C)NC(=O)c1ccc(N2CCOCC2)nc1	1	11	8	-1.4	2	0	0	9	-19
Cc1ccc(C(=O)NCCc2cc3ccc(C)c(C)c3[nH]c2=O)cc1[N+](=O)[O-]	-4	8	6	0.4	4	-20	0	-8	25
CC(C)Nc1nc2n(c(=O)n1)CCN2C(C)C	3	2	10	-1.3	-18	1	-3	4	-9
COc1ccc(S(=O)(=O)n2cccc2)cc1	0	8	1	2.0	-3	1	3	-11	-7
O=C(Nc1cnn(Cc2ccc(F)cc2)c1)c1cnccn1	-2	2	-5	3.1	10	1	2	16	-6
COc1ccccc1NC(=O)N1CCC(c2nnc(SCC(N)=O)n2C)CC1	-4	1	9	-2.3	6	0	-1	-6	23
O=C(Nc1cccc(NC(=O)c2cc([N+](=O)[O-])ccc2Cl)n1)c1cc([N+](=O)[O-])ccc1Cl	6	20	15	20	33	1	6	1	96*
O=C(O)CCC(=O)NNc1nc2ccccc2nc1-c1ccccc1	0	0	2	-0.2	-20	0	-3	3	-8
N#Cc1c(NC(=O)c2cc(-n3cnnc3)ccc2Cl)sc2c1CCCC2	0	20	18	1.4	14	-34	1	20	11
COc1cc(OC)cc(C(=O)NNC(=O)C2CCCC2)c1	2	7	-17	-1.9	-21	-2	5	16	3
Cn1cnnc1SCC(=O)n1c2ccccc2c2ccccc21	-3	24	16	0.7	27	0	-1	-1	4

An excerpt from above, showing only TIM10 inh.
smiles	TIM10 inh
Cc1ccc(S(=O)(=O)C2(C(=O)N(C)C3CCCCC3)CC2)cc1	-5
CC(C)NC(=O)c1ccc(N2CCOCC2)nc1	2
Cc1ccc(C(=O)NCCc2cc3ccc(C)c(C)c3[nH]c2=O)cc1[N+](=O)[O-]	4
CC(C)Nc1nc2n(c(=O)n1)CCN2C(C)C	-18
COc1ccc(S(=O)(=O)n2cccc2)cc1	-3
O=C(Nc1cnn(Cc2ccc(F)cc2)c1)c1cnccn1	10

Further entries follow:
SMILES	APJ agonist	tim23-1 inh	tim10-1 inh	CHOP UPR activ	TIM10 inh	GRIN3A LBD mod	UPR XBP1 act	NALP3 yeast inh	Mdm2-MdmX inh
CCOC(=O)c1c(CSc2nc(C)cc(C)c2C#N)n(C)c2cc(Br)c(OC(C)=O)cc12	-1	-2	-1	0.8	0	2	4	-11	72*
CCOc1ccc(CC(=O)OCn2nnc3ccccc3c2=O)cc1	-4	21	0	-2.8	-12	7	-3	23	12
COc1ncnc2c1NC(=O)CS2	-2	9	-3	1.0	-3	2	-1	6	15
COC(=O)CN1CC(=O)N(c2ccccc2)C1=S	-3	25	4	-1.3	-14	-1	1	-7	0
CS(=O)(=O)N1CCC(C(=O)N2CCc3ccccc3C2)CC1	2	8	9	-0.7	-13	0	1	11	-16
CS(=O)(=O)CCC(C(=O)N1CCOCC1)N1C(=O)c2cc(Cl)c(Cl)cc2C1=O (centres undefined)	8	22	3	-2.0	-6	-1	-5	15	-6
CCOC(=O)c1c(C)[nH]c(C(=O)COC(=O)C23CC4CC(CC(Cl)(C4)C2)C3)c1C	-3	10	25	1.5	21	-7	1	0	1
CCOC(=O)C1=C(C)N=c2s/c(=C3/C(=O)Nc4ccccc43)c(=O)n2C1c1ccc(C)cc1 (centres undefined)	-4	15	37	2.1	4	-6	118*	14	70*
COC(=O)c1c(C)noc1-c1cc(C)on1	-2	4	0	-0.2	4	0	2	14	7
O=c1[nH]c2cc3c(cc2cc1C(c1nnnn1CC1CCCO1)N1CCCCCC1)OCCO3 (centres undefined)	2	6	19	-0.7	-1	2	1	10	5
COc1ccccc1-c1nc2ccccc2nc1-c1ccccc1	-5	16	29	-1.2	21	-3	-1	-8	14
COc1ccc(-c2cc3c(=O)n(CC(=O)N4CCCC4)ncn3n2)cc1	-3	-11	-4	4.3	-10	-2	-1	11	11
COc1cc(/C=N/NC(=O)C2c3ccccc3Oc3ccccc32)ccc1O	-1	3	-11	-2.8	-17	-7	-1	6	9
CC1=C(C(=O)OCc2ccccc2)C(c2ccccc2OS(=O)(=O)c2ccc(C)cc2)NC(=O)N1CCCC(=O)O (centres undefined)	4	22	7	-1.6	10	-3	-2	16	2
COC(=O)c1cc(S(=O)(=O)NCc2cccc(OC)c2)cn1C	-3	6	-2	1.7	15	2	-1	10	6
CSc1ccc(S(=O)(=O)NCC(=O)OCC(=O)NCc2ccco2)cc1[N+](=O)[O-]	0	-5	-10	-0.2	-14	1	0	1	15
Cc1csc2nc(CNS(=O)(=O)N(C)C)cn12	1	12	9	0.7	0	1	2	-23	-4
O=C(NCCCO)C(=O)c1c(-c2ccccc2)cc2ccccn12	-1	13	14	0.2	12	0	1	10	4
O=C(c1n[nH]c2ccccc12)N1CCN(S(=O)(=O)c2ccccc2)CC1	-1	21	24	-0.2	4	1	0	21	20
Cc1ccc(S(=O)(=O)NCCCCC(NC(=O)OC(C)(C)C)C(=O)O)cc1 (centres undefined) (tested in a mixture with another compound)	-1	12	3	1.0	-2	-5	-3	13	17

Records listed so far that bear a hit mark in UPR XBP1 act.
Molecule | GRIN3A LBD mod | UPR XBP1 act | NALP3 yeast inh | Mdm2-MdmX inh
CCOC(=O)C1=C(C)N=c2s/c(=C3/C(=O)Nc4ccccc43)c(=O)n2C1c1ccc(C)cc1 (centres undefined) | -6 | 118* | 14 | 70*

Part of the list above, bar-delimited.
mol | APJ agonist | tim23-1 inh | tim10-1 inh | CHOP UPR activ | TIM10 inh | GRIN3A LBD mod | UPR XBP1 act | NALP3 yeast inh | Mdm2-MdmX inh
CC(C)NC(=O)COC(=O)c1cccc(NS(=O)(=O)/C=C/c2ccccc2)c1 | 0 | 9 | 3 | 1.9 | -2 | 1 | -1 | 7 | 0
CCOc1ccc(CC(=O)OCn2nnc3ccccc3c2=O)cc1 | -4 | 21 | 0 | -2.8 | -12 | 7 | -3 | 23 | 12
